Assay outcomes: PubChem BioAssay, several laboratories
Rad51 HR inh = Rad51 (human) homologous recombination inhibition; inhibition, % at 10 µM; AID 1385; hRad51 DNA strand exchange, fluorescence dequenching; 200,000 compounds, 0.085% hits; Q06609;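 active = inhibition above 40% at the single screening dose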;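 note: 0% = DMSO control wells and 100% = blanks with heterologous ssDNA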
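Test system – preformed human Rad51 ssDNA filaments · Reagent – Donor/quencher-labelled 47-bp dsDNA substrate · Incubation – 37 °C 15-min filament assembly, 30-min compound preincubation, 15-min exchange · Signal – FRET fluorescence dequenching, excitation 485 nm, emission 520 nm · Read-out – percent inhibition from fluorescence, normalised to plate control and blank means · Benchmarks – plate control and blank wells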
14-3-3 Bad inh = disrupts binding of bovine 14-3-3 zeta to phospho-Bad peptide | inhibition, % at 21.7 µM | TR-FRET 14-3-3zeta/Dy647-pBad peptide displacement, 1 h | P63103 | 220,000 compounds, 0.71% hits | AID 781;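 active = inhibition above about 70%, limit read from the data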;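 note: 0% = full 14-3-3 plus peptide FRET controls and 100% = background without 14-3-3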
EP2 antag = blocks the human prostaglandin E2 receptor EP2; P43116; C6 glioma cells expressing human EP2, cAMP TR-FRET; cells stimulated with saturating PGE2; inhibition, % at 25 µM; 260,000 compounds, 0.52% hits;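 active = percent inhibition above 40 after rounding to a whole number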;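 note: rat C6 glioma host cells with rolipram phosphodiesterase inhibitor present; the protocol text gives 20 µM as final concentration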
zVAD death inh = blocks zVAD induced death of L929 cells; L929 zVAD necroptosis rescue, ATP luminescence, 24 h; with zVAD 60 µM; viability rescue, % at 10 µM; 220,000 compounds, 0.38% hits; AID 1377;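 active = activation, scaled between plate controls, above about 75%, limit read from the data; inactive = activation under that limit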;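 note: 0% = zVAD with DMSO and 100% = DMSO alone without zVAD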
eIF4E-4G inh = eIF4E/eIF4G interaction inhibition in translation initiation | 220,000 compounds, 0.37% hits | inhibition, % at 21.7 µM | TR-FRET eIF4E-eIF4GI(517-606) binding, 2 h | P63073+Q04637;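 active = inhibition above about 30%, limit read from the data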;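 note: 0% = full FRET control wells and 100% = background wells lacking eIF4GI fragment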
EP2 modulator = EP2 receptor (human) modulation. 260,000 compounds, 0.83% hits. P43116. AID 940. EP2-expressing cells, cAMP HTRF FRET, PGE2 co-stimulation. induction, % at 25 µM;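 active = compounds whose cAMP rise, as percent of the full-agonist control response, exceeds 60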;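 note: rat C6 glioma line stably carrying human EP2 under a CMV promoter; the protocol text gives 20 µM as final concentration; 100% = response of wells given 1 µM PGE2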
Calpain2 inh = inhibitors of pig calpain II; purified calpain II, fluorogenic peptide substrate, 30 min; inhibition, % at 16 µM; 220,000 compounds, 0.37% hits;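 active = inhibition above about 50%, limit read from the data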
Tb hexokinase = blocks Trypanosoma brucei hexokinase 1 activity. recombinant TbHK1, G6PDH-coupled NADH A340. inhibition, % at 10 µM. 220,000 compounds, 0.11% hits. AID 1430;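 active = inhibition of 50% or more in the single-dose primary screen; inactive = inhibition below 50%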
Hck Nef HTS = inhibitors of human Hck kinase activated by Nef; P08631; Recombinant Hck-YEEI plus Nef, Z-Lyte FRET kinase assay; inhibition, % at 20 µM; 220,000 compounds, 0.68% hits; AID 463187;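 active = Hck-Nef kinase inhibition above about 50%, limit read from the data; inactive = inhibition below that limit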;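 note: 0% = DMSO with Hck plus Nef and 100% = Hck alone without Nef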
Starred values were filed as active, the others as inactive; · = not tested or not shown; [ ] = dose if it differs, or a comment. A portion of the library; rates above refer to the full screens.

SMILES	Rad51 HR inh	14-3-3 Bad inh	EP2 antag	zVAD death inh	eIF4E-4G inh	EP2 modulator	Calpain2 inh	Tb hexokinase	Hck Nef HTS
Cc1ccc(SCC(=O)NCCN2C(=O)CSC2=O)cc1C	6	-11	3	-0.3	0	17	13	-10	4
CC(=O)N1CC=CC1(C)C(=O)NCc1cc(F)cc(C(F)(F)F)c1 (stereo not drawn)	-4	-10	7	-1.0	2[fluorescence artefact?]	2	1	5	-7
CCOC(=O)C1(Cc2cccc(OC)c2)CCN(C/C=C/c2ccc(OC)cc2)CC1	·	-1	0	0.2	1	7	33	-6	6
Cc1oc(-c2ccc(Cl)cc2)cc1-c1nn2c(-c3ccoc3C)nnc2s1	2	3[fluorescence artefact?]	5	0.3	4	28	-279	17	59*
Cc1n[nH]c(=O)nc1NCc1ccc(Cl)cc1	4	11	8	-0.1	-2	16	-10	3	-1
COc1ccc2oc(=O)c(C(=O)O)cc2c1	7	38	5	-0.2	10	20	-353	-3	-1
O=C(Nc1ccc(OC(F)(F)F)cc1)c1ccc2ccccc2n1	-3	-14	7	12	-1	12	-36	-8	23
CC(Oc1ccc(Cl)cc1)C(=O)NCCN1C(=O)S/C(=C\c2cccnc2)C1=O (stereo not drawn)	25	1	12	0.2	2	-27	15	-17	-1
Cc1ccc(C2CC(=O)NC(SCc3ccccc3)=C2C#N)cc1 (stereo not drawn)	-2	-7	7	-0.7	2	8	4	4	3
O=C(Cn1nc(-c2ccccc2)ccc1=O)NCCN1CCN(Cc2ccccc2)CC1	2	-5	14	0.1	4[fluorescence artefact?]	5	13	-2	-1
Cc1c(C(=O)NCc2ccc3c(c2)OCO3)sc2nc(-c3ccc(F)cc3)cn12	-2	-5	14	0.2	1	-75	16	-2	-4
COc1ccc2nc(N3C(=O)CC(C(C)c4ccccc4)C3=O)sc2c1 (stereo not drawn)	7	-1	5	1.4	-2[fluorescence artefact?]	2	-9	-2	5
O=C(O)c1ccc2c(c1)S(=O)(=O)N=C1CCCCCN12	8	-3	1	3.0	0	14	11	10	16
CCCOc1nnnn1-c1ccccc1	0	1	8	0.2	0	3	16	1	0
Cn1c(-c2ccc(CN3CCCCC3)o2)nc2ccccc21	·	0	·	0.7	2	29	-31	-4	0
CC(C)(C)n1cn[nH]c1=S	·	2	3	-0.5	0	-22	1	4	11
Cc1cc(NC(=O)COC(=O)[C@@H](NS(=O)(=O)c2ccc(Br)cc2)C(C)C)no1	2	2	3	-0.9	-9	7	2	-7	17
COc1cc(C)c(Cl)cc1S(=O)(=O)N1CCCC1	-1	2	8	1.0	1	4	6	-4	-5
CS(=O)(=O)N1CCN(c2ccccc2NC(=O)c2cccnc2)CC1	-10	7[fluorescence artefact?]	12	0.6	4[fluorescence artefact?]	23	-17	-5	1
NC(=O)c1cc(C(=O)c2ccc(Cl)cc2Cl)c[nH]1	2	-8	9	4.1	-1	-26	2	-2	-19

An excerpt from above in order of the Hck Nef HTS value, descending:
molecule	Hck Nef HTS
Cc1cc(NC(=O)COC(=O)[C@@H](NS(=O)(=O)c2ccc(Br)cc2)C(C)C)no1	17
CCCOc1nnnn1-c1ccccc1	0
Cc1c(C(=O)NCc2ccc3c(c2)OCO3)sc2nc(-c3ccc(F)cc3)cn12	-4

Continued.
SMILES	Rad51 HR inh	14-3-3 Bad inh	EP2 antag	zVAD death inh	eIF4E-4G inh	EP2 modulator	Calpain2 inh	Tb hexokinase	Hck Nef HTS
COC(=O)c1cc(=O)n(-c2ccc(F)cc2)c(=Nc2ccc(F)cc2)s1	-1	-3	8	·	7[fluorescence artefact?]	51	-14	-7	-5
CC(C)Cc1nnc(NC(=O)Cc2ccc([N+](=O)[O-])cc2)s1	-6	2[fluorescence artefact?]	8	14	2[fluorescence artefact?]	2	0	-6	4
COc1ccccc1C(=O)NNC(=O)c1ccc(NC(=O)c2ccccc2)cc1	20	-11	0	0.9	-2	-50	17	0	20
COC(=O)c1c(NC(=O)c2ccccc2[N+](=O)[O-])sc2c1CC(C)(C)NC2(C)C	-28	-13[fluorescence artefact?]	9	0.1	-3	-9	7	-1	-1
COCc1nnc(NC(=O)CC(c2ccccc2)c2ccccc2)s1	·	-11	·	0.5	-7[fluorescence artefact?]	31	-28	2	1
COc1ccc(-c2csc(NC(=S)NC(=O)c3ccccc3)n2)cc1Br	·	0	5	0.0	-7	-29	-6	-24	22
CCn1c2ccccc2c2nnc(SCC(=O)N(C)C3CCS(=O)(=O)C3)nc21 (stereo not drawn)	3	-13	6	-0.5	-3	12	-2	12	5
CCC(=O)c1ccc(OCC(=O)OCC(=O)Nc2sccc2C(N)=O)cc1	-2	8	5	-1.1	4	-25	5	4	31
CCOC(=O)C1=C(c2ccccc2)Nc2ncnn2C1c1ccc(OC)c(OC)c1OC (stereo not drawn)	3	-6	-1	-0.2	5	3	6	-5	-1
COc1ccc(C(=O)Nc2nc(N3C(=O)c4ccccc4C3=O)n(-c3ccccc3)n2)cc1	-8	11	9	-0.3	1	21	-20	5	1
COc1cc(/C=N/NC(N)=O)ccc1OC(=O)c1ccco1	11	-12	1	2.8	1	6	21	-6	25
Cn1c(=NC(=O)CSCC(=O)N2CCCCC2)sc2ccccc21	11	-9[fluorescence artefact?]	12	-0.7	0	20	-24	-7	1
COc1cc(/C=N/n2cnnc2)ccc1OCCOc1ccccc1	1	11	11	0.0	-1	7	1	-25	0
OCCCCCN=c1cc(-c2ccccc2)oc2ccc(Cl)cc12	1	6[fluorescence artefact?]	13	0.2	4[fluorescence artefact?]	-3	18	-51	0
Cc1ccc(S(=O)(=O)N2CCCOC2CNC(=O)C(=O)NC2CCCCC2)cc1 (stereo not drawn)	-15	10	6	1.2	-2	-32	-8	0	23
COc1cc(O)c(C(CCN2CCOCC2)c2ccc(N(C)C)cc2)c(OC)c1 (stereo not drawn)	-3	-3	21	-0.3	3	-9	-6	-11	20
Cc1nc2c(sc3nc4c(cc32)COC(C)(C)C4)c(=O)n1CC(=O)NCc1ccco1	2	2	6	-1.0	2	-12	-32	-12	-1
COc1ccc(C(=O)N2CCN(C3CCCCC3)CC2)c(OC)c1	-3	4	4	-0.9	-2	2	-23	1	7
CCOC(=O)N1CCc2c(sc(NC(=O)CN(CC)CC)c2C#N)C1	11	-3	4	0.0	-4	-18	7	27	10
CCC(C)[C@H](NC(=O)NC(C)C)C(=O)O (stereo partly drawn)	·	0	7	·	-4	12	21	-1	0
CCCC(CCC)c1nc2ccncc2[nH]1	9	2	1	2.8	-4	15	-25	0	21
Fc1cccc(COc2ccccc2CNc2ccccc2)c1	12	4[fluorescence artefact?]	5	1.3	-5	30	-5	9	2
CC(=O)c1cc(C#N)c(SCc2ccccc2C#N)nc1C	8	-8	5	-0.7	6	48	22	5	-2
Cn1nnnc1NCc1cccc(Cl)c1	11	-3	4	0.4	-1	15	-17	-7	25
Cc1ccc(S(=O)(=O)C2CS(=O)(=O)CC2O)cc1 (stereo not drawn)	-3	11	9	0.3	2	6	-12	-1	-1
Cc1ccc2nc(NC(=O)C3CCN(S(=O)(=O)c4cccs4)CC3)sc2c1	0	8	5	2.8	-20	-20	2	2	1
Cc1ccc(NC(=O)CC2S/C(=N/N=C/c3ccco3)NC2=O)cc1Cl (stereo not drawn)	4	2	5	7.6	-5	-44	33	-17	6
CCOc1ccc(N(C(C)C(=O)NC(C)CC)S(C)(=O)=O)cc1 (stereo not drawn)	0	2	5	-0.4	1	16	4	3	-1
O=C(O)c1ccc(NCc2cccc(Br)c2)cc1	·	2	8	0.5	-1	10	-23	-3	5
Cn1nc(C(=O)NC2CCCCCC2)ccc1=O	-3	13	1	0.9	-1	-2	-12	4	-1

Reprinted at random: 3 compounds from above
SMILES	Rad51 HR inh	14-3-3 Bad inh	EP2 antag	zVAD death inh	eIF4E-4G inh	EP2 modulator	Calpain2 inh	Tb hexokinase	Hck Nef HTS
CCC(=O)c1ccc(OCC(=O)OCC(=O)Nc2sccc2C(N)=O)cc1	-2	8	5	-1.1	4	-25	5	4	31
NC(=O)c1cc(C(=O)c2ccc(Cl)cc2Cl)c[nH]1	2	-8	9	4.1	-1	-26	2	-2	-19
Cc1oc(-c2ccc(Cl)cc2)cc1-c1nn2c(-c3ccoc3C)nnc2s1	2	3[fluorescence artefact?]	5	0.3	4	28	-279	17	59*

Additional compounds.
SMILES	Rad51 HR inh	14-3-3 Bad inh	EP2 antag	zVAD death inh	eIF4E-4G inh	EP2 modulator	Calpain2 inh	Tb hexokinase	Hck Nef HTS
Cc1cc(Br)c(NC(=O)CCl)c(Br)c1	-9	19[fluorescence artefact?]	7	-0.3	9	-34	-15	-1	4
Cc1cc(Br)c(NC(=O)COn2nnc3ccc(S(C)(=O)=O)cc32)c(Br)c1	9	9	1	-1.0	-2	-21	38	7	14
Cc1ccccc1-c1nc(CS(=O)CC(=O)NCc2ccccc2)c(C)o1 (stereo not drawn)	2	6	5	0.7	-2	12	-2	-5	-1
COc1ccc(/C=N/NC(=O)c2[nH]ncc2Br)c(OC)c1	7	-9	23	-0.1	-4	-48	-10	-26	2
O=C1NC2(CCCCCC2)Cc2ccccc21	8	-9	7	0.5	11	25	2	-5	2
Cc1cccc(CN(CC(=O)N/N=C/c2ccco2)S(=O)(=O)c2ccc(Cl)cc2)c1	-3	9	10	-1.1	-2	-32	13	11	1
Cc1cccc(Nc2ncnc3ccc(Br)cc23)c1	0	4	5	0.3	-1	3	40	-5	17
CCOC(=O)C1=C(C)Nc2ncnn2C1c1cccnc1 (stereo not drawn)	-5	16	9	0.0	-1	1	1	1	0
CC1(C)C=C(c2ccc(C(=O)O)s2)CC(C)(C)N1	-1	0[fluorescence artefact?]	8	1.0	6	26	-2	-4	3
C=CCn1c(SCC(=O)N2CC(=O)Nc3ccccc32)nc2scc(-c3cccs3)c2c1=O	7	-10	1	-0.2	-40	23	-208	-29	6
COc1ccc2cc(CN(CC3CCCO3)C(=O)Nc3ccccc3)c(=O)[nH]c2c1 (stereo not drawn)	-1	-8	15	4.2	1	-20	-21	-19	21
Cc1cccc(Nc2nc(N)nc(CCl)n2)c1C	-17	6	2	0.5	2	-3	-9	-5	-1
O=C(CN1CCN(Cc2ccc3c(c2)OCO3)CC1)Nc1cc(S(=O)(=O)N2CCCC2)ccc1Cl	-14	5	8	-0.6	-1	-19	-19	-12	-1
O=c1[nH]c2ccccc2nc1NCCN1CCOCC1	4	-12	9	-0.1	-2	13	-34	-22	2
C/C(=N\NC(N)=O)c1cccc(Cl)c1	-1	75*[fluorescence artefact?]	9	0.0	-1	-22	1	31	4
Cc1ccc([N+](=O)[O-])cc1NC(=S)NC(=O)CC(C)(C)C	2	-10	10	-0.4	-2	-19	-11	2	0
COc1ccc(CCNC(=O)c2sc3cc(C)ccc3c2Cl)cc1	5	4	9	-0.3	-1	-26	36	1	-1
Cc1cc(-c2nc3c4c5c(sc4[nH]c(=O)n3n2)CCC5)c(C)o1	3	49	31	0.4	15	-4	-298	17	9
COCCN1C(=O)c2cc(C(=O)Nc3cccc(F)c3)ccc2C1Nc1cccc(F)c1 (stereo not drawn)	-6	-10	18	·	3	9	-16	3	-5
CSc1sc(-c2ccnc(=S)[nH]2)c(-c2ccccc2)c1C#N	6	-6	16	0.4	-6	26	-16	-7	17
O=C(Cn1cc([N+](=O)[O-])cn1)N1CCc2ccccc2C1	-55	1	3	0.4	2	25	-6	-1	-12
CCN(CC)CCn1c(=N)n(CC(=O)c2ccc(Br)s2)c2ccccc21	1	-6	10	1.8	-2	-19	-13	-6	16
